Assay outcomes as filed in PubChem.
Rab9 prom act: activates the Rab9 promoter; actives 2.8% (n = 320,000); Potency, µM (titrated, usually from 9.22 µM), inactives show at the highest dose activation, negative = inhibition, usual class: activators; AID 485297; Huh7 Rab9 promoter-luciferase reporter, luminescence, 24 h; note: % of control where 0% means no effect; nearly all actives have a fitted effect of over 60% in size
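Huh7 reporter line, Rab9 promoter upstream of luciferase. Compound exposure 24 h at 37 °C in reduced-serum medium with 10% FBS. Read-out: luminescence.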
uPA surface inh: blocks generation of uPA at the cell surface. cell surface uPA generation assay, qHTS. Potency, µM (titrated, usually from 38.3 µM), inactives show at the highest dose activity change, negative = inhibition, actives largely listed as inhibitors. actives 0.31% (n = 330,000); active = well fitted inhibition curve with a large enough effect; inconclusive = small, poorly fitted or top-dose-only effect; inactive = no such curve, though single readings can be large or run the other way; tested in mouse RAW 264.7 cells; note: % is set by controls: 0 for no effect and ±100 for the full control effect; nearly all actives have a fitted effect of over 55% in size
BRCA1 expr up: activators of BRCA1 expression. MCF7-BRCA1-FFLuc reporter, luminescence, 48 h; response scale: scaled: vehicle 0%, 10 µM genistein 100%. Potency, µM (highest dose often 46.1 µM), for the others: at the top dose activation, usual class: activators. actives 1.1% (n = 380,000); note: nearly all actives have a fitted effect of over 80% in size; some results filed as inactive show a strong effect at the top dose
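MCF7-BRCA1-FFLuc cells, 2000/well in phenol-red-free MEM, attached 2 h then treated 48 h at 37 C. Luciferase luminescence read 15 min after reagent; normalized to genistein maximum activation (10microM) and DMSO, concentration-response fitted.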
VP16 counter: Gal4-VP16 reporter inhibition counter-screen | Potency, µM (highest dose often 53.6 µM), for inactives: at the highest dose activity, negative = inhibition, most hits filed as inhibitors | Drosophila S2 Gal4-VP16 UAS-luciferase, luminescence, 20 h | actives 3.5% (n = 310,000) | AID 2546;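 note: Gal4-VP16 expression switched on by copper sulfate through the metallothionein promoter; % is set by controls: 0 for no effect and ±100 for the full control effect; nearly all actives have a fitted effect of over 50% in size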
MBNL1 CUG block: blocks human MBNL1 binding to CUG repeat RNA | Q9NR56 | TR-FRET MBNL1-His/biotin-(CUG)12 binding, 665/545 ratio | Potency, µM (doses to about 57.5 µM), for inactives: at the top dose activity change, negative = inhibition, actives largely listed as inhibitors | actives 0.036% (n = 280,000); active = well fitted inhibition curve with a large enough effect in the signal ratio, with a control signal flat, not every such curve was filed as active; inconclusive = small, poorly fitted or top-dose-only effect, or effect the other way, or a change in a side signal; inactive = no such curve, though single readings can be large or run the other way; the % refers to the signal ratio; note: % is set by controls: 0 for no effect and ±100 for the full control effect
Target sequence (Q9NR56 whole entry, looked up): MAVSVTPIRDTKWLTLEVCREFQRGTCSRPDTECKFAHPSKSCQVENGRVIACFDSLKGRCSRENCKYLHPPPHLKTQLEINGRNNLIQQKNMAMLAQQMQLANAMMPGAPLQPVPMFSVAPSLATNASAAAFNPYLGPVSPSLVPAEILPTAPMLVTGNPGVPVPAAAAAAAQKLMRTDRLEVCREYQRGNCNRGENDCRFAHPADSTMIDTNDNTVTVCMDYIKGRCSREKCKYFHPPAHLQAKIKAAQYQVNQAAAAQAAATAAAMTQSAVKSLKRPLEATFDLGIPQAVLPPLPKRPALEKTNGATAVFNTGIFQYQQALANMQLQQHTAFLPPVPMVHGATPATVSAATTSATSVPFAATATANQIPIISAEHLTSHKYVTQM
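MBNL1-His + Biotin-(CUG)12, cpd titration 92 nM–58 uM; Tb anti-His Ab 0.055 ng/ul, SA-XL665 5 nM (final); 60 min RT; ratiometric 665/545 nm, Ex 340 nm; normalized to buffer and full-complex controls.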
FLuc counter: firefly luciferase modulation, counter-screen for miR-21 project; P08659; purified FLuc, Km substrates, luminescence inhibition; Potency, µM (series often up to 57.5 µM), without a hit: top-dose activity change, negative = inhibition, actives largely listed as inhibitors; actives 6.9% (n = 360,000);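 note: plate controls were vehicle for no effect and reference inhibitor for full effect; nearly all actives have a fitted effect of over 55% in size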
Target sequence (P08659 whole entry, looked up): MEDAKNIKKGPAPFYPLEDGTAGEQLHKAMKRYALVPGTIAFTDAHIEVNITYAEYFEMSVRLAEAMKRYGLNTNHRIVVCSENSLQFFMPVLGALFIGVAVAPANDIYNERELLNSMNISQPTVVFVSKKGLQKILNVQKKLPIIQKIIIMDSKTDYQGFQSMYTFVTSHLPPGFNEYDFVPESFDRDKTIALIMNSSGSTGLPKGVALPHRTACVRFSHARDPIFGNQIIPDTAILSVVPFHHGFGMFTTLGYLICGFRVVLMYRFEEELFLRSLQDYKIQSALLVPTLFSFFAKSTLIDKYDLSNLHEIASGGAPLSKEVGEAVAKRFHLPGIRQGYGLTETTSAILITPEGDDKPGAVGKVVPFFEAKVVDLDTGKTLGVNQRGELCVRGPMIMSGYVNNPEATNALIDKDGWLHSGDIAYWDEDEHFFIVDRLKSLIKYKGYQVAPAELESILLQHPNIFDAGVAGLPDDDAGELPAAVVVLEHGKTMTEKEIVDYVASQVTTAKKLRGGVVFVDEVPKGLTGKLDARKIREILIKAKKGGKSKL
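Purified P. pyralis luciferase, 10 nM final, with Km-level 10 uM D-luciferin and 10 uM ATP in 50 mM Tris acetate pH 7.5, 10 mM Mg acetate, 0.01% Tween-20, 0.05% BSA; 6-point qHTS titration about 60 µM downward; luminescence read.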
ELG1 genotoxic: induces genotoxicity in HEK293T cells with luciferase-tagged ELG1; actives 1.3% (n = 330,000); Potency, µM (doses to about 46 µM), without a hit: top-dose activity change, positive = activation, hits mostly activators; HEK293T ELG1-luciferase reporter, luminescence, 16 h; note: % of control where 0% means no effect; nearly all actives have a fitted effect of over 60% in size
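Genotoxicity was scored as increased ELG1-luciferase reporter signal, measured by ONE-Glo luminescence (30 min, room temperature). Compound or vehicle exposure of the HEK293T reporter cells lasted 16 hr at 37°C.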
RORgamma inh: ROR gamma (mouse) transcription inhibition. P51450. Drosophila S2 Gal4-RORgamma UAS-luciferase reporter, 20 h. Potency, µM (series often up to 53.6 µM), for the others: at the highest dose activity change, negative = inhibition, hits mostly inhibitors. actives 5.4% (n = 310,000). AID 2551; note: % is set by controls: 0 for no effect and ±100 for the full control effect; nearly all actives have a fitted effect of over 60% in size
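ROR gamma transcriptional activity was tracked as Gal4-UAS luciferase output in stably transfected Drosophila Schneider cells, with compound added 1 hr before 700 uM copper sulfate induction and a 20 hr ambient-temperature incubation.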
NPC1 prom act: activators of NPC1 promoter; Huh7 NPC1 promoter luciferase reporter, 24 h; Potency, µM (titrated, usually from 9.22 µM), inactives show at the highest dose activation, most hits filed as activators; actives 2.4% (n = 320,000); AID 485313;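 note: % of control where 0% means no effect; nearly all actives have a fitted effect of over 60% in size; reporter is driven by a mutant NPC1 promoter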
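Luciferase expression driven by the NPC1 promoter was measured in stably transfected Huh7 cells after a 24 h compound incubation, using a luciferase reagent and a luminescence read.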
p53 reactivation: re-activators of mutant p53. H1299 p53-A138V BP100-luciferase reporter, luminescence, 24 h. Potency, µM (series often up to 92.2 µM), for inactives: top-dose activity change, positive = activation, hits mostly activators. actives 0.063% (n = 320,000). AID 504706; note: % of control where 0% means no effect; nearly all actives have a fitted effect of over 45% in size
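H1299 (p53-null), stable ts p53-A138V + BP100-Luc; 1000 cells/well, Opti-MEM/10% FBS; cpd 4 pt, 1:5; 24 h, 37 deg C, 5% CO2; detection reagent 10 min RT; luminescence.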
An asterisk follows results filed as active; ? = inconclusive; nt = not tested or not shown; [ ] = dose if it differs, or a comment. Unless noted, calls come from the whole dose curve; as a rule, active = well fitted curve in the direction sought with a large enough effect; inconclusive = small, poorly fitted or top-dose-only effect, or another doubt; inactive = no such curve, though single readings can be large; an effect the other way counts as inactive or inconclusive. Potency is the fitted concentration of half-maximal effect. The order is random; about 13% have a hit in one of these screens.

SMILES	Rab9 prom act	uPA surface inh	BRCA1 expr up	VP16 counter	MBNL1 CUG block	FLuc counter	ELG1 genotoxic	RORgamma inh	NPC1 prom act	p53 reactivation
CC1=C(C(=O)N2CCCC(N3CCN(c4cccc(C(F)(F)F)c4)CC3)C2)OCCO1 (stereo not given)	-3.3%	10.7%	-21.0%	-3.2%	-4.3%	2.0%	-11.5%	-1.5%	-0.5%	-29.6%
N#Cc1ccc(C(=O)NC(=S)NC2CCCCC2)cc1	nt	-2.6%	42.7%	nt	nt	nt	6.4%	nt	nt	10.7%
O=C(N/C(=C/c1ccco1)C(=O)N1CCc2ccccc21)c1ccco1	-3.8%	-4.4%	-4.7%	-3.9%	11.3%	-9.0%	0.3%	10.5%	-0.5%	-2.5%
COCCn1c(C)nnc1SCC(=O)NNC(=O)c1ccc(Br)cc1	-5.9%	1.5%	37.1%	-4.7%	-2.6%	-2.3%	-4.4%	-18.1%	-3.1%	0.7%
COc1ccccc1-c1cc(C(=O)N/N=C/c2ccc(C)o2)c2ccccc2n1	2.6%	-9.7%	-4.2%	nt	?	-23.4%	-2.8%	nt	-2.5%	nt
O=C(N/N=C\c1ccccc1F)c1ccc(-c2ccccc2)cc1	?	-0.5%	10µM*	-13.5%	3.3%	-11.5%	2.0%	-13.7%	?	-2.0%
COC(=O)C1CCN(C(=O)c2ccc(Cl)c(S(=O)(=O)NCc3ccco3)c2)CC1	nt	-1.8%	-6.3%	nt	nt	nt	0.0%	nt	nt	-1.2%
Cc1cc(C)cc(NC(=O)CSc2nc(N)c(NC(=O)c3ccc(Br)o3)c(=O)[nH]2)c1	1.2%	1.1%	0.2%	-9.4%	-5.0%	-1.0%	5.5%	-24.5%	1.8%	2.8%
COc1ccc(N(C)S(=O)(=O)c2ccc3c(c2)CC(C)N3C(=O)C2CC2)c(OC)c1 (stereo not given)	5.7%	-3.1%	-37.1%	?	1.4%	2.0%	-1.9%[9.26 µM]	?	-2.1%	9.3%
CC1(C)CC(=O)C/C(=N\NC(=O)Cc2ccccc2)C1	-3.7%	-1.6%	25.2%	-0.6%	6.8%	-1.0%	0.0%	4.0%	-5.0%	3.1%
COc1cc(SC)ccc1C(=O)NC(C)C	-4.5%	1.1%	0.9%	6.6%	-16.6%	-3.6%	4.0%	23.9%	-3.3%	-1.1%
Cc1cc(-c2nc(C)c(C(=O)NNS(=O)(=O)c3ccccc3)s2)no1	0.6%	7.1%	-5.1%	15.6%	0.4%	3.9%	1.0%	25.8%	0.5%	4.3%
Cc1ccc(-n2ncc3c(=O)[nH]cnc32)c(C)c1	-21.4%	nt	3.7%	-1.4%	3.2%	0.0%	-1.8%	0.1%	-5.3%	1.2%
Cc1nn(Cc2ccccc2Cl)c(C)c1NC(=O)c1noc2c1CCCCC2	-3.5%	nt	-14.0%	13.3%	1.4%	?	2.3%	39.4%	6.3%	1.1%
Cc1ccc(NC(=O)Cn2ccnc2)cc1C	-2.5%	5.0%	-17.2%	4.6%	3.6%	-1.7%	0.4%	-33.7%	-0.5%	nt
Cc1cc(C)c(N(CC(=O)NCc2ccccc2)C(=O)c2csnn2)c(C)c1	-0.3%	2.2%	-7.1%	-7.9%	-1.4%	-0.1%	-0.9%	-0.3%	-8.0%	-1.1%
COC(=O)CCC(=O)OC1(C)C(=O)C=C2C=C(C3CC3)N(C3CCCC3)C=C2C1=O (stereo not given)	-1.8%	1.0%	-6.9%	0.1%	?	4.0%	2.9%	0.5%	0.0%	-0.8%
O=C(O)CCCCCN1C(=O)/C(=C\c2ccncc2)SC1=S	-6.5%	-22.8%	-84.3%	10µM*	nt	-17.2%	3.3%	12.6µM*	-3.7%	?
CN(C)c1ccc(P(=O)(CC(=O)N/N=C/c2ccc(C#N)cc2)OCCCl)cc1 (stereo not given)	-4.4%	-9.3%	-23.1%	-9.8%	?	-0.3%	-3.0%	13.0%	-3.6%	0.2%
N#C/C(=C\Nc1ccc(F)c(Cl)c1)S(=O)(=O)c1ccccn1	-12.9%	1.0%	4.6%	2.1%	-11.3%	-2.9%	-5.5%	4.2%	-0.7%	-2.9%
COc1ccc2nc(N(CCN(C)C)C(=O)c3ccc4c(c3)OCCO4)sc2c1	-2.6%	2.9%	6.7%	-8.3%	-7.5%	?	-3.0%	4.6%	-1.2%	8.3%
CCOc1nc(N(C)C)nc(-n2nnc(C(C)=O)c2C)n1	2.1%	0.9%	0.0%	1.8%	-10.5%	-1.0%	-2.2%	-16.6%	1.9%	-10.1%
CC(C)(C)OC(=O)C[C@@H]1C/C=C\C[C@H](CC(=O)NCCO)C(=O)N2CCC[C@@H]2COC1=O	nt	-7.1%	-9.2%	nt	nt	nt	5.0%	nt	nt	-2.8%
CC1CCN(C(=O)COC(=O)c2n[nH]c(=O)c3ccccc23)CC1	-1.1%	-2.2%	11.4%	nt	nt	?	1.3%	nt	-0.5%	2.7%
CCOc1ccc(S(=O)(=O)NCc2ccc(F)cc2)c2cccnc12	-1.2%	-4.3%	1.6%	-11.1%	14.5%	-0.6%	-1.6%	-22.8%	1.5%	-6.3%
O=C(Nc1ccc(Cl)cn1)c1cc2c(s1)-c1ccccc1OC2	?	-4.7%	5.62µM*	-10.9%	nt	?	15.8%	-33.9%	?	6.7%
Cc1cccc(NC(=S)NNC(=O)c2csc(C(C)C)c2)c1	1.78µM*	-6.9%	48.3%	-6.4%	6.3%	5.36µM*	12.7%	-27.7%	2.51µM*	?
COc1cc(-c2cc(OC)c3c(C)oc(C)c3c(=O)c2)ccc1O	1.4%	?	1.2%	7.1%	15.7%	-6.4%	-2.5%	5.1%	11.4%	-1.3%
CCN(C(=O)COC(=O)CCc1ccc(OC)cc1)c1c(N)n(Cc2ccccc2)c(=O)[nH]c1=O	-16.5%	-20.3%	-22.0%	nt	nt	4.4%	0.1%	nt	-8.4%	-10.8%
Cc1ccc(C2(C)NC(=O)N(CC(=O)N(Cc3ccccc3)C(C)(C)C)C2=O)cc1 (stereo not given)	0.2%	0.4%	3.8%	-3.0%	-0.9%	0.5%	-4.8%	5.8%	-3.3%	-2.3%
O=[N+]([O-])c1ccc(C2CCCC/C2=N/OCc2ccc(F)cc2)c([N+](=O)[O-])c1 (stereo not given)	3.3%	-2.1%	5.5%[1.84 µM]	2.3%	?	-10.3%	-4.9%	14.7%	-0.6%	-0.6%
Nc1nnc(SCC(=O)Nc2cccc(S(N)(=O)=O)c2)s1	6.6%	-0.8%	-8.8%	-6.4%	0.7%	-11.5%	0.3%	-12.6%	-5.0%	2.0%
Cc1ccc(C2=CSC3=NNC4(CCCCC4)NN23)cc1	4.47µM*	-9.7%	-2.2%	-3.5%	nt	10.7µM*	15.1%	-38.9%	-13.7%	7.1%
O=C(Cc1ccccc1)NCC(=O)OCC(=O)c1cccs1	-5.8%	-6.6%	0.3%	-1.4%	4.5%	-0.7%	0.1%	-18.7%	1.3%	12.7%
Cc1ccc(CCNC(=O)c2nc(CS(=O)(=O)c3ccc(Cl)cc3)no2)cc1	-0.9%	-6.7%	3.4%	1.7%	-5.7%	0.1%	-6.9%	3.8%	1.5%	-1.2%
CCN(CC)c1ccc(C(=S)N2CCN(c3ccccc3)CC2)cc1	10.8%	0.9%	1.0%	?	0.7%	-6.7%	-0.9%	12.6µM*	-0.8%	-2.0%
CCCCC(=O)Nc1ccc(C(=O)NNC(=O)c2ccc(C)c(Br)c2)cc1	-1.9%	1.5%	-1.5%	-2.9%	-4.1%	2.1%	?	42.8%	-0.5%	-4.4%
CC(NS(=O)(=O)c1ccc(Cl)cc1)C(=O)N1CCOCC1 (stereo not given)	-0.4%	2.4%	-29.4%	-5.9%	4.2%	-1.2%	0.9%	-8.6%	-4.2%	2.8%
CCCCNC(=O)NNC(=O)c1ccoc1C	2.4%	5.7%	-4.7%	-2.2%	-8.3%	0.8%	-3.3%	25.2%	1.0%	12.7%
CCOCCCNC(=O)C(c1ccc(OC)cc1)N(Cc1ccc2c(c1)OCO2)C(=O)c1ccccn1 (stereo not given)	2.6%	5.7%	-4.0%	-9.0%	-1.6%	-2.7%	-0.6%	-4.0%	-4.5%	2.7%
O=C(NC1CCCN(Cc2ccc(Cl)cc2)C1)c1cnc2ccccn2c1=O (stereo not given)	-2.8%	8.9%	-46.9%	-4.7%	12.6%	4.1%	-7.6%	?	-3.1%	4.8%
CSC1=N/C(=C\c2ccc(Br)o2)C(=O)S1	-1.2%	-6.9%	-2.7%	-2.6%	7.9%	-11.5%	-0.2%	-18.6%	-2.2%	2.8%
Cc1ccc(OC(C)C(=O)O)cc1C (stereo not given)	8.5%	6.8%	-7.6%	-7.3%	?	-4.1%	-1.7%	15.4%	-2.0%	-8.1%

3 entries out of the list above, sorted by their value in p53 reactivation, descending.
structure | Rab9 prom act | uPA surface inh | RORgamma inh | NPC1 prom act | p53 reactivation
O=C(NC1CCCN(Cc2ccc(Cl)cc2)C1)c1cnc2ccccn2c1=O (stereo not given) | -2.8% | 8.9% | ? | -3.1% | 4.8%
O=[N+]([O-])c1ccc(C2CCCC/C2=N/OCc2ccc(F)cc2)c([N+](=O)[O-])c1 (stereo not given) | 3.3% | -2.1% | 14.7% | -0.6% | -0.6%
CCN(CC)c1ccc(C(=S)N2CCN(c3ccccc3)CC2)cc1 | 10.8% | 0.9% | 12.6µM* | -0.8% | -2.0%
